TDP1 cell CPT: DT40-hTDP1 cell growth loss with CPT. AID 686979. chicken DT40 Tdp1-/-;hTDP1 cells + 20 nM CPT, ATP luminescence, 48 h. 12% of 420,000 active. Potency, µM (series often up to 46.2 µM), for inactives: top-dose activity change, negative = growth inhibition, hits mostly inhibitors; active means well fitted inhibition curve with a large enough effect; inconclusive means small, poorly fitted or top-dose-only effect; further: nearly all actives have a fitted effect of over 55% in size
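Chicken DT40 Tdp1-/- cells stably complemented with human TDP1 were seeded at 400 cells/well in medium containing 20 nM camptothecin, exposed to pin-transferred compounds, and grown at 37 °C for at least 48 hr. Viability was read as ATP luminescence.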
* hit, by the source's call; u = inconclusive; [ ] = remark or other dose. On the % scale 0 is the no-effect control and ±100 the full control effect; potency means the concentration at half of the fitted maximal effect. These rows are one share of the data; rates above refer to the full screens.

SMILES	TDP1 cell CPT
CC(=O)Nc1cncc(-c2ccccc2F)n1	-14%
COc1cc(-c2cc(NC=O)c3ncc(-c4ccc(C(C)=O)cc4)n3c2)cc(OC)c1OC	10µM*
O=C(Nc1nc(OCC(F)(F)F)cnc1/C=C\c1ccccc1)c1ccccc1	-15%
CC(C)N1C(=O)c2ccccc2NC(=O)C1C(=O)NCc1cccs1 (centres undefined)	-30%
COc1ccc(-c2cncnc2N)cc1OC	0%
Cc1nc(SCC(=O)N2CCNC2=O)c(C#N)c(C)c1C	-1%
CCOC(=O)C1=CCC(c2ccc(Cl)cc2)N(S(=O)(=O)c2ccc(C)cc2)C1 (centres undefined)	23µM*
Cc1ccc([C@@H]2CC(=O)[C@@H]3CN(S(=O)(=O)c4ccc(C)cc4)[C@H](c4ccccc4)C[C@@H]3N2S(=O)(=O)c2ccc(C)cc2)cc1	-16%
COC(=O)C[C@@H]1CC[C@@H](NS(=O)(=O)c2cccc(OC)c2)[C@@H](CO)O1	1%
COc1ccc(CN2CCOc3ccc(C(O)c4cccnc4)cc3C2)cc1 (centres undefined)	-5%
CN1[C@@H](Cc2ccccc2)COc2cc(N3CCSCC3)ccc2S1(=O)=O	u
CSc1ccc(CN2CCC(C)(Oc3ccccc3F)C2)cc1 (centres undefined)	u
COC(=O)c1ccccc1S(=O)(=O)N1CCC(C(=O)NCc2ccccn2)CC1	0%
COc1ccccc1Cc1c(-c2cccc(Cl)c2)nc2c(C)cc(Br)cn12	u
O=C(CCCN1CCN(c2ccc(F)cc2)CC1)NC1c2ccccc2CSc2ccccc21 (centres undefined)	u
O=C(Nc1ccc(Br)cc1F)c1nc[nH]c1C(=O)N1CCc2ccccc2C1	u
CCc1ccc(OC2(C)CCN(Cc3ccccc3OC(F)F)C2)cc1 (centres undefined)	-8%
Cc1ccc(Nc2n[nH]c(=S)s2)cc1	-3%
Cc1ccc(C(=O)N[C@H](C(=O)N2CCN(c3ncccn3)CC2)C(C)C)cc1	u
COc1ccc(NC(=O)C2Cc3c(-c4cccc(F)c4)ccnc3O2)cn1 (centres undefined)	u
CC(C)Oc1cc(F)ccc1-c1cc(C(=O)Nc2ccc(C(C)C)cc2)[nH]n1	18µM*
CCN(CC(=O)Nc1c(F)cccc1F)C(=O)C1CCCO1 (centres undefined)	-9%
CC1(C(=O)NS(=O)(=O)c2cccc(Cl)c2)CCN1C(=O)C1(c2ccc(Cl)cc2)CC1 (centres undefined)	u
COc1ccc(-c2cnc3c(NC=O)cc(-c4cc(OC)c(OC)c(OC)c4)cn23)cc1OC	6.5µM*
COc1cccc(CCNc2ncnc3sc(C(=O)N4CCN(C)CC4)c(C)c23)c1	-6%[9.04 µM]
Cc1noc(C)c1CSCC(=O)OCC(=O)Nc1ccc(OC(F)(F)F)cc1	-17%
O=c1cc(-c2cccc(O)c2)oc2c(O)c(O)ccc12	u
Cc1cnc(C(=O)N(CCCn2ccnc2)C2C(=O)Nc3ccccc3N=C2c2ccccc2)cn1 (centres undefined)	u
COc1ccc(CN2C(=O)C(CC(=O)NC3CC3)CC(C(=O)N(C)C)=C2C)cc1 (centres undefined)	-8%
COc1cccc(NC(=O)Nc2nnc([C@H]3C[C@H](O)[C@@H](CO)O3)s2)c1	u
Cc1cc(C)n(Cc2cccc(C(=O)NCC3Cc4cccc(-c5ncccn5)c4O3)c2)n1 (centres undefined)	1%[9.04 µM]
O=C(Nc1ccc(F)cc1)C(c1ccnc2ccccc12)N1CCN(CC(=O)N2CCCC2)CC1 (centres undefined)	4%
C[C@@H]1CN([C@@H](C)CO)S(=O)(=O)c2ccc(Br)cc2O[C@H]1CN(C)C(=O)c1ccc2c(c1)OCO2	23µM*
C[C@H]1CN([C@@H](C)CO)S(=O)(=O)c2ccc(C#Cc3ccccn3)cc2O[C@@H]1CN(C)C(=O)C1CC1	u
O=C(CSc1ccncc1)NCC1Cc2cccc(-c3cncnc3)c2O1 (centres undefined)	u
Cc1noc(C)c1S(=O)(=O)N(C)C[C@H]1OCCCC[C@H](C)Oc2ccc(NC(=O)CCCN(C)C)cc2C(=O)N([C@H](C)CO)C[C@@H]1C	-17%
COc1cc(=O)n2c(c1C(=O)NC(C)c1ccco1)CCN(Cc1ccccc1C(F)(F)F)CC2 (centres undefined)	-4%
CCn1cc(CN2CCC(C(=O)Nc3ccc(Oc4ccccc4F)cc3)CC2)cn1	u
CCOC(=O)Nc1ccc2c(c1)C(=NNC(=S)NC)c1ccccc1-2	4.6µM*
O=C(NCCc1ccccn1)C1CC12CCN(C(=O)c1ccccc1Cl)CC2 (centres undefined)	3%
COCCNC(=O)/C(C#N)=C1\N=C(NC(=O)c2ccco2)c2ccccc21	u
CCCCCC(=O)N1C[C@H](n2cc(COC(=O)c3ccccc3)nn2)[C@@H](O)C[C@@H]1c1ccccc1	4%
Cc1ccc(C)c(NC(=O)COC(=O)c2cccc(S(=O)(=O)N3CCCC3)c2)c1	-7%
N#CC1(NC(=O)COC(=O)Cc2c[nH]c3ccccc23)CCCCC1	-7%
COc1ccccc1Cc1c(-c2ccc(F)cc2)nc2c(C)cc(Br)cn12	u
CC(=O)NC(c1ccc(F)c(F)c1)c1nc(-c2ccccc2C)cs1 (centres undefined)	u
O=C1NC[C@@H](CCCCN2CCN(CCc3ccccc3)C(=O)C2=O)N(CCC2CCCCC2)C1=O	-4%
COc1ccc(CCNC(=O)CSc2nc3ccsc3c(=O)n2Cc2ccccn2)cc1OC	-1%
CC(=O)NC(C)(c1ccccc1)c1nc(/C=C/c2ccccc2)cs1 (centres undefined)	u
Nc1nnc2cc(F)ccc2n1	-27%
COc1ccccc1NC(=O)N(C)C[C@H]1Oc2ncc(C#CCN(C)C)cc2C(=O)N([C@H](C)CO)C[C@H]1C	-7%
COc1ccc(Cc2c(-c3ccc(F)cc3)nc3c4ccccc4ccn23)c(C)c1	u
COc1ccc(CSc2ccc(S(=O)(=O)N3CCCC3)cn2)cc1F	23µM*
COC(=O)[C@]12CCCCC=C1N(Cc1ccccc1)C(=O)[C@H](CC(=O)N1CCN(C(=O)c3ccco3)CC1)C2	u
CCOC1(OCC)OC(c2ccccc2)=C(C#N)C(C=Cc2ccccc2)C1(OCC)OCC (centres undefined)	u
Nc1ncncc1-c1ccc(F)cc1	-6%
O=C(Nc1cccc2ccccc12)c1ccc2sc([C@@H]3O[C@H](CO)[C@H](O)[C@H](O)[C@H]3O)nc2c1	1%
CCOC(=O)N1CCN(C(=O)C[C@@H]2C[C@@]3(C(=O)OCC)CCC=C3N(Cc3ccco3)C2=O)CC1	0%
Cc1nc2sccn2c1CN1Cc2ccccc2OC(c2ccccc2F)C1 (centres undefined)	6%[9.04 µM]
CCc1csc(CNC(=O)C2CCC(=O)N(Cc3cccc(OC)c3)C2)n1 (centres undefined)	-27%

(continued)
SMILES	TDP1 cell CPT
CCOC(=O)C1(C)NC(c2ccc(OC)c(OC)c2)C2C(=O)N(c3cccc(C(C)=O)c3)C(=O)C21 (centres undefined)	2%
C[C@H]1CCCCO[C@H](CN(C)Cc2ccc(C(=O)O)cc2)[C@@H](C)CN([C@@H](C)CO)C(=O)c2cc(NS(=O)(=O)c3cn(C)cn3)ccc2O1	11%
COc1ccc(-c2ccc3[nH]c4c(c3c2)CCN2C(=O)[C@@H]([C@H](C)O)[C@@H](N(C)C(=O)Nc3ccccc3)C[C@@H]42)cc1	13µM*
OC(Cc1cccc(C=NN2CCOCC2)n1)(C(F)(F)F)C(F)(F)F	5%
CCCCCCCCN1C(=O)[C@H](CC(=O)NCCCC)C[C@@]2(C(=O)OC)CCCCC=C12	16µM*
CCN(CC)C(=O)C1=C(C)N(Cc2ccc(OC)cc2)C(=O)C(CC(=O)NC2CC2)C1 (centres undefined)	-7%
O=C(NCc1cccs1)c1ccc(-c2ccc(F)c(F)c2)c2ccoc12	12µM*
CC(C)NC(=O)C1(C)Cc2c(-c3ccc(N(C)C)cc3)ccnc2O1 (centres undefined)	4.1µM*
CC(=O)Nc1cnc(-c2ccc(O)cc2C)cn1	9.2µM*
Cc1cn([C@H]2C[C@H](O)[C@@H](CNCc3cnc(N4CCOCC4)s3)O2)c(=O)[nH]c1=O	-28%
Cc1nc(C(F)(F)F)ccc1C(=O)N1CCC1(C)C(=O)NS(=O)(=O)c1c(C)noc1C (centres undefined)	-3%
CC1(C(=O)NS(=O)(=O)c2cccs2)CCN1C(=O)Cc1ccccc1 (centres undefined)	0%
COc1ccc(S(=O)(=O)NC(C)c2ccc3c(c2)OCCO3)cc1 (centres undefined)	-18%
CC1(C(=O)NS(=O)(=O)c2ccc(Cl)cc2)CCN1C(=O)c1cccc(F)c1 (centres undefined)	-18%
Cc1cc(C(=O)Nc2ccccc2-c2nc(CNC(=O)c3cscn3)c(C)o2)c(C)o1	0%[9.04 µM]
Cc1ccc(C(NC(=O)C2CCN(Cc3ccc(Cl)c(Cl)c3)CC2)c2ccccn2)cc1 (centres undefined)	u
O=C(Nc1ccc(Oc2ccccc2)cc1)c1ccc2nc([C@@H]3O[C@H](CO)[C@H](O)[C@H](O)[C@H]3O)[nH]c2c1	2%
FC(F)(F)c1cc(Cl)c2nc(-c3ccc(Cl)cc3)c(Cc3ccsc3)n2c1	-9%
COc1ccccc1NC(=O)Nc1nc(C(N)C(C)C)cs1 (centres undefined)	u
CCCCNC(=O)c1[nH]c(=O)cnc1-c1ccccc1	-10%
CCCCN1C(=O)C(CC(=O)NCc2ccco2)CC(C(=O)N(C(C)C)C(C)C)=C1C (centres undefined)	0%
CC(C)(C)n1nnnc1C(c1ccccc1)N1CCN(c2ncc(C(F)(F)F)cc2Cl)CC1 (centres undefined)	u
O=C1NC[C@H](CCCCN2CCN(CCc3ccccc3)C(=O)C2=O)N(Cc2ccccc2)C1=O	1%
CCCCN(C=O)c1c(CC)nc2c(OCC(=O)C(C)(C)C)cccn12	u
CC(C)c1ccc(NC(=O)c2ccc(-c3ccnn3C)c3ccoc23)cc1	16µM*
COC(=O)[C@@]12C[C@@H](CC(=O)N3CCCC3)C(=O)N(Cc3ccccc3)C1=CCC(C)(C)C2	23µM*
O=C(CSc1nnc(CNC(=O)c2c(F)cccc2F)o1)NCc1ccc2c(c1)OCO2	3%
CCc1nc2ccc(C(=O)NCCOc3ccc(OC)cc3)cn2c1N(CCC(C)C)CCN(C)C	-89%
COc1ccccc1Cc1c(-c2ccc(F)cc2)nc2ccc(Br)cn12	u
Cc1ccc2c(c1)sc1nncn12	5%

Part of the list above in order of SMILES length, smallest number first.
SMILES	TDP1 cell CPT
Cc1ccc2c(c1)sc1nncn12	5%
COc1ccccc1NC(=O)Nc1nc(C(N)C(C)C)cs1 (centres undefined)	u
COc1ccccc1Cc1c(-c2ccc(F)cc2)nc2ccc(Br)cn12	u
CCCCN(C=O)c1c(CC)nc2c(OCC(=O)C(C)(C)C)cccn12	u
CC(C)c1ccc(NC(=O)c2ccc(-c3ccnn3C)c3ccoc23)cc1	16µM*
FC(F)(F)c1cc(Cl)c2nc(-c3ccc(Cl)cc3)c(Cc3ccsc3)n2c1	-9%
O=C(CSc1nnc(CNC(=O)c2c(F)cccc2F)o1)NCc1ccc2c(c1)OCO2	3%
Cc1cc(C(=O)Nc2ccccc2-c2nc(CNC(=O)c3cscn3)c(C)o2)c(C)o1	0%[9.04 µM]
Cc1ccc(C(NC(=O)C2CCN(Cc3ccc(Cl)c(Cl)c3)CC2)c2ccccn2)cc1 (centres undefined)	u
CC(C)(C)n1nnnc1C(c1ccccc1)N1CCN(c2ncc(C(F)(F)F)cc2Cl)CC1 (centres undefined)	u
O=C1NC[C@H](CCCCN2CCN(CCc3ccccc3)C(=O)C2=O)N(Cc2ccccc2)C1=O	1%
COC(=O)[C@@]12C[C@@H](CC(=O)N3CCCC3)C(=O)N(Cc3ccccc3)C1=CCC(C)(C)C2	23µM*
O=C(Nc1ccc(Oc2ccccc2)cc1)c1ccc2nc([C@@H]3O[C@H](CO)[C@H](O)[C@H](O)[C@H]3O)[nH]c2c1	2%

New compounds follow.
SMILES	TDP1 cell CPT
O=C(/C=C/[C@H]1O[C@@H](n2ccc(=O)[nH]c2=O)[C@H](O)[C@@H]1O)NCc1cccnc1	7%
CC(=O)Nc1ccc(-c2ccnc3c2CC(C(=O)Nc2cccc(Oc4ccccc4)c2)O3)cc1 (centres undefined)	u
COCc1cccc(-c2csc(C(NC(C)=O)c3cccc(F)c3)n2)c1 (centres undefined)	-25%
CCOC(=O)C1=CCN(S(=O)(=O)c2ccc(C)cc2)C1c1ccc(CC)cc1 (centres undefined)	u
C[C@H](c1ccccc1)N1C[C@@H](COCc2ccccc2)Oc2cc(N3CCC[C@@H]3CO)ccc2S1(=O)=O	u
COc1ccc(-c2cnc3c(c2)C(=O)N([C@H](C)CO)C[C@@H](C)[C@H](CN(C)Cc2ccccc2)O3)cc1	15µM*
CCN1C(=O)[C@H]2[C@@H](c3ccc(C(F)(F)F)cc3)N[C@]3(CCCN(Cc4ccc(C)cc4)C3=O)[C@H]2C1=O	13µM*
Cc1ccc(S(=O)(=O)N2C[C@H]3N(C(=O)OC(C)C)N(C(=O)OC(C)C)C[C@H](OC(=O)NCC4CCCCC4)[C@@]3(O)C2)cc1	21µM*
CC1(C(=O)NS(=O)(=O)Cc2ccccc2)CCN1C(=O)C1(c2ccc(Cl)cc2)CC1 (centres undefined)	2%
COCCN(C(=O)CSc1nnc(-c2cccc(Cl)c2)n1N)c1c(N)n(CC(C)C)c(=O)[nH]c1=O	-9%
COc1ccc2[nH]c3c(c2c1)CNCC3	-8%

Screening data deposited in PubChem BioAssay by National Center for Advancing Translational Sciences (NCATS).
